Screening data (PubChem BioAssay)
CCR6 antag: CCR6 receptor antagonists, primary screen, cell-based, CHO-K1, luminescence, beta-arrestin, uHTS | CHO-K1 CCR6 PathHunter beta-arrestin, CCL20-stimulated | 340,000 compounds, 0.49% hits | inhibition, % at 20 µM;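 active = compounds whose inhibition of the agonist-driven luminescence signal at 20 µM reaches about 50%, limit read from the data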;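 note: cells stimulated with CCL20 at 14 nM final; plate controls were DMSO with CCL20 for no effect and DMSO without agonist for full effect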
Target sequence (P51684 whole entry, looked up): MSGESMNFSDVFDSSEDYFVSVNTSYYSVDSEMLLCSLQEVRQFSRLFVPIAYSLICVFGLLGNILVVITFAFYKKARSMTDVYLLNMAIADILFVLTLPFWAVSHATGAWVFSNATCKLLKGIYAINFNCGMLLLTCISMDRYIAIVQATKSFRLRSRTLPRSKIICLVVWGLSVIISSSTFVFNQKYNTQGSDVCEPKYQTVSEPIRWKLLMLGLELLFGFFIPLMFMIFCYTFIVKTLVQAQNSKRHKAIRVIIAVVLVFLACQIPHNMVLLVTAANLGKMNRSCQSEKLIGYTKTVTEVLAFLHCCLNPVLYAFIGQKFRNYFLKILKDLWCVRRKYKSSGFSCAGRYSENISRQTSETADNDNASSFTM
Apaf-1 inh: inhibitors of human Apaf-1 apoptosome, primary screen, biochemical, DEVD-Rh110 fluorescence, uHTS; Apoptotic protease-activating factor 1 (Homo sapiens), O14727; reconstituted apoptosome caspase-3 activity; inhibition, % at 20 µM; 330,000 compounds, 0.71% hits; AID 489030, 2010; active = inhibition of at least 40% at 20 µM;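 note: plate controls were DMSO wells for no effect and DEVD-CHO caspase inhibitor wells for full effect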
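Assay system: Apoptosome proteins | Medium: pH 7.5 Hepes buffer with CHAPS, BSA, DTT | Also added: Cytochrome c and DEVD-Rh110 substrate | Times: 30 min plus 50 min, RT | Detection: Rhodamine 110 fluorescence at Ex 480/Em 540 nm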
SENP8 inh: SENP8 protease inhibitors, primary screen, biochemical, luminescence | 330,000 compounds, 1.2% hits | purified SENP8, Z-RLRGG-aminoluciferin cleavage | inhibition, % at 10 µM
Target sequence (Q96LD8 whole entry, looked up): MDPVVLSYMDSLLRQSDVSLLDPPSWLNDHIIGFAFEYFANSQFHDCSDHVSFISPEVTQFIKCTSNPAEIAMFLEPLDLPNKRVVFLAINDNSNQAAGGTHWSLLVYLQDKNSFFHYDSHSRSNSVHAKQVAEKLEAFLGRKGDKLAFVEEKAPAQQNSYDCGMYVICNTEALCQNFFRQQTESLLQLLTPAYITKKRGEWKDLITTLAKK
Jurkat NFkB inh: inhibitors of induced NF-kB luciferase reporter, primary screen, TCR NF-kB activation inhibitor project, cell-based, luminescence, uHTS. Jurkat, PMA/ionomycin-induced NF-kB luciferase reporter. inhibition, % at 4 µM. 330,000 compounds, 0.53% hits. AID 435003, 2010
Gli-Sufu antag: Gli-Sufu pathway antagonists, primary screen, luciferase luminescence, Sufu-KO-LIGHT cells, uHTS; Sufu-KO-LIGHT fibroblasts, Gli luciferase reporter luminescence; inhibition, % at 5 µM; 340,000 compounds, 0.74% hits; AID 588413, 2011;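 active = inhibition above about 55%, limit read from the data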;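 note: 0% = DMSO-treated cells and 100% = wells with medium but no cells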
UBC13 polyUb: UBC13 polyubiquitin chain formation inhibitors, primary screen, biochemical, TR-FRET, uHTS. inhibition, % at 20 µM. Ubiquitin-conjugating enzyme E2 N (Homo sapiens), P61088. AID 485273, 2010. 330,000 compounds, 0.47% hits; in the data active = inhibition above about 45%, passing the limit was not always enough
Target sequence (P61088 whole entry, looked up): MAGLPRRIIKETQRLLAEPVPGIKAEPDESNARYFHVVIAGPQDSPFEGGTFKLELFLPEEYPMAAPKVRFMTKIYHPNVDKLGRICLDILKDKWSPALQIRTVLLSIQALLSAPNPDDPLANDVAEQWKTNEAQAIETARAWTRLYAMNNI
697 NFkB inh: inhibitors of PMA/ionomycin-induced NF-kB reporter, 697 cells, primary screen, B-cell NF-kB inhibitor project, cell-based, luminescence, uHTS. inhibition, % at 4 µM. 697 B-cell NF-kB luciferase reporter, 16 h. 330,000 compounds, 0.33% hits; in the data active = inhibition above about 35%
EBI2 antag: EBI2 receptor antagonists, beta-arrestin recruitment, primary screen, cell-based, luminescence, 7a,25-OHC stimulation, uHTS. 360,000 compounds, 0.81% hits. AID 651636, 2012. G-protein coupled receptor 183 (Homo sapiens), P32249. inhibition, % at 5 µM. 7a,25-OHC stimulated; in the data active = inhibition above about 38%;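 note: enzyme fragment complementation signal reports receptor beta-arrestin coupling in cells; 0% = agonist plus DMSO wells and 100% = wells without agonist; some results beyond the cut were filed as inactive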
An asterisk follows results filed as active; . = not tested or not shown. Cut-off read from the data, not from the text of the source, unless noted: active = inhibition above about 50%; inactive = the rest.

SMILES	CCR6 antag	Apaf-1 inh	SENP8 inh	Jurkat NFkB inh	Gli-Sufu antag	UBC13 polyUb	697 NFkB inh	EBI2 antag
COc1ccc(Nc2nc(NN)nc(Nc3ccc(OC)cc3)n2)cc1	19	10	-3	-5	-1	-5	-8	6
O=C(O)C(Cc1c[nH]c2ccccc12)NS(=O)(=O)c1ccccc1 (stereo not given)	3	-1	-4	2	0	7	15	-6
COc1cccc(-n2c(=O)[nH]cc(C(=O)Nc3ccc(NC(C)=O)cc3)c2=O)c1	1	-5	-3	12	-7	0	6	-1
O=C(/C=C/c1ccc(-c2ccccc2[N+](=O)[O-])o1)c1ccc(Br)cc1	27	49*	-2	-13	5	-33	-1	8
Cc1cc2c3c(c1C)C1(C(=O)N3C(C)(C)CC2C)C(C#N)=C(N)OC2=C1C(=O)CC(C)(C)C2 (stereo not given)	-12	5	2	1	5	3	22	2
Cc1ccccc1NC(=O)c1cn(-c2ccccc2)nc1-c1ccccc1	17	9	3	-1	6	4	-14	12
NC(=O)c1cc[n+](Cc2ccccc2Cl)cc1	14	0	10	21	-7	2	3	3
CC(NC(=O)c1ccc(CS(=O)(=O)c2ccc(Cl)cc2)o1)c1ccc2c(c1)OCCO2 (stereo not given)	-9	-5	3	7	-6	0	13	-14
O=C(Nc1nc2c(s1)COc1ccccc1-2)c1cccs1	22	5	6	14	-81	10	23	5
O=C(OCC#CCSc1nc2ccccc2s1)c1ccco1	13	-3	-14	-20	-21	4	-29	-41
Cc1cccc(-c2ccc(C=Nc3c(C)n(C)n(-c4ccccc4)c3=O)o2)c1	-8	15	-6	2	-4	-8	3	-3
CC(C)C(=O)Nc1ccccc1Cc1ccccc1	14	2	0	-9	0	-6	-6	1
O=C(O)CN1C(=O)c2ccc(Oc3ccc4c(c3)C(=O)N(CC(=O)O)C4=O)cc2C1=O	4	-25	2	-4	3	9	8	-14
CCOC(=O)CN1NC2(CCCCCC2)NC1=S	-3	-20	-10	-35	6	-9	-23	-17
CCN(Cc1cc2ccccc2[nH]c1=O)C(=O)c1cccnc1	1	-5	5	-14	0	10	14	5
O=C(NNC(=S)NC(=O)c1sc2ccccc2c1Cl)c1ccc(Cl)cc1	20	-5	1	20	-5	-18	-1	1
CSc1ccc(-c2sc(Nc3ccccc3)n[n+]2-c2ccccc2)cc1	14	30	-2	-19	-29	-1	-5	12
CCN(CC)C(=O)c1c(C)[nH]c(=S)c(C#N)c1-c1ccco1	-1	-5	1	2	-4	-8	4	-6
CN(Cc1ccccc1)c1nc2c(c(=O)[nH]c(=O)n2C)n1Cc1ccccc1F	12	4	1	2	10	-2	5	1
C[C@H](CO)N1C[C@H](C)[C@@H](CN(C)C(=O)NC2CCCCC2)Oc2c(NS(=O)(=O)c3ccccc3)cccc2C1=O	7	8	-4	1	-4	2	8	-1
COCCn1c(SCC(=O)N2CCCC2)nnc1-c1ccoc1C	7	0	-6	-11	1	-3	-22	-1
COC(=O)c1ccc(-c2noc(CN(Cc3ccccn3)CC3CCCO3)n2)cc1 (stereo not given)	5	3	-16	-14	0	-3	-9	-5
CCCCNC(=O)c1onc(CSc2ccc(F)cc2)c1C(=O)NCCCC	12	17	-3	13	11	17	-1	10
CCOc1ccc(C(=O)NNC(=O)c2cc(C)oc2C)cc1	7	-1	-11	17	-4	-5	-11	-10
O=C(NC(=S)Nc1ccccc1N1CCCCC1)c1ccc(-c2cccc([N+](=O)[O-])c2)o1	15	5	2	5	15	-32	-20	26
Next records follow:
SMILES	CCR6 antag	Apaf-1 inh	SENP8 inh	Jurkat NFkB inh	Gli-Sufu antag	UBC13 polyUb	697 NFkB inh	EBI2 antag
O=C(COC(=O)c1cccnc1Cl)Nc1ncc(Cl)cc1Cl	11	9	-10	-12	-1	-14	-12	-6
COc1cc(/C=C(\NC(=O)c2ccccc2)C(=O)N2CC3CC(C2)c2cccc(=O)n2C3)cc(OC)c1OC (stereo not given)	-2	-11	-8	0	0	-10	20	-2
O=C(Nc1c(C(=O)N2CCOCC2)cnn1-c1ccccc1)c1ccc(F)cc1	18	-6	-6	-16	1	-5	-5	-6
COC(=O)c1ccc(NC(=O)COC(=O)C2=NN(c3ccccc3)C(=O)CC2)cc1	5	-3	-5	7	2	3	8	6
CCOC(=O)c1cnn2c(C)cc(-c3ccc(F)cc3)nc12	0	3	1	-87	-63	8	-87	-4
COc1ccc(C(C#N)Nc2ccccc2)cc1 (stereo not given)	.	-14	-6	11	.	7	11	.
CN(CC(=O)NC1CC1)S(=O)(=O)c1ccc(F)cc1	1	-13	-5	12	0	-2	17	-2
O=C(c1cc2cc(Cl)ccc2[nH]1)N1CCCCC1	13	11	-21	-23	28	4	-12	27
C=CCN1C(=O)C(Cc2ccc(OC)cc2)S/C1=N/N=C/c1ccco1 (stereo not given)	-4	-15	3	-10	-19	-3	1	1
O=C(CCC(=O)c1cccs1)NCc1ccccc1	12	-8	0	8	-12	-7	19	-9
CC(CN(C)C)CN1c2ccccc2Sc2ccccc21 (stereo not given)	16	15	-7	-13	41	29	-1	1
COc1ccc(/C=C2\Sc3ccc(C(=O)NCCN4CCCCCC4)cc3N(C)C2=O)cc1	10	32	1	-12	24	26	3	11
Cc1ccccc1N(CC(=O)NC1CCCC1)C(=O)c1csnn1	8	-2	-5	0	1	8	5	-14
CC1(NS(=O)(=O)c2ccc(Cl)s2)CCS(=O)(=O)C1 (stereo not given)	7	-5	3	-8	-8	-9	0	0
Cc1ccc2nc(-c3cccnc3)cc(C(=O)Nc3ccccc3[N+](=O)[O-])c2c1	7	18	0	-10	-4	1	-8	48*
CCc1ccc(CN2C(=O)c3ccccc3C2C(=O)NC(C)CC)cc1 (stereo not given)	17	11	-14	-7	-6	2	4	5
Cc1ccc(C(=O)Nc2ccc3c(c2)OCCO3)o1	-7	3	30	-85	-86	0	-106	-2
CNC(=O)NC(=O)CSc1nc2sccc2c(=O)n1-c1ccccc1	8	-10	5	-1	-1	1	12	-7
CC(=O)Nc1ccc(NC(=S)NC(=O)c2ccc([N+](=O)[O-])c(C)c2)cc1	7	7	-11	-7	5	-20	-11	-14
O=C(Cc1ccccc1)N1CCN(c2ccccc2F)CC1	-1	1	59*	3	15	2	8	2
CC(C)=C1SC(N2CCN(c3ccc(Cl)cc3)CC2)=NC1=O	-3	3	1	28	8	2	10	-5
O=C1c2ccccc2S(=O)(=O)c2cc(C(=O)N3CCCC3)ccc21	1	7	6	16	1	-9	29	-10
COc1ccc(CC(NC(C)=O)C(=O)NC2CCN(c3c(Cc4ccccc4)c(C)nc4ncnn34)CC2)cc1OC (stereo not given)	.	-9	-5	-1	.	11	11	.
CCCCNC(=O)NS(=O)(=O)c1ccc(NC(=O)C(NC(N)=O)C(C)CC)cc1 (stereo not given)	-4	-7	-3	3	1	-5	1	-19
CCOc1ccc(C(C)(C)C)cc1S(=O)(=O)Nc1ccncc1	-8	0	-2	0	-8	2	-4	-1

Sorted by count of non-hydrogen atoms (smallest number first): part of the list above.
SMILES	CCR6 antag	Apaf-1 inh	SENP8 inh	Jurkat NFkB inh	Gli-Sufu antag	UBC13 polyUb	697 NFkB inh	EBI2 antag
CN(CC(=O)NC1CC1)S(=O)(=O)c1ccc(F)cc1	1	-13	-5	12	0	-2	17	-2
COc1ccc(/C=C2\Sc3ccc(C(=O)NCCN4CCCCCC4)cc3N(C)C2=O)cc1	10	32	1	-12	24	26	3	11
COc1ccc(CC(NC(C)=O)C(=O)NC2CCN(c3c(Cc4ccccc4)c(C)nc4ncnn34)CC2)cc1OC (stereo not given)	.	-9	-5	-1	.	11	11	.

Remaining list, next part:
SMILES	CCR6 antag	Apaf-1 inh	SENP8 inh	Jurkat NFkB inh	Gli-Sufu antag	UBC13 polyUb	697 NFkB inh	EBI2 antag
Cc1ccc(NC(=O)c2cc(S(=O)(=O)N3CCC4(CC3)OCCO4)ccc2F)cc1	11	-8	-5	4	2	8	4	2
COc1ccc(CNC(=O)C2CCN(S(=O)(=O)c3ccc(-c4nn[nH]n4)cc3)CC2)cc1	-10	13	-4	-16	7	-11	5	6
CCCNCCC(c1ccco1)c1ccccc1OC (stereo not given)	-26	-1	-15	-2	9	-9	-20	10
N#Cc1nc(Cc2cccc3ccccc23)oc1N1CCC(C(N)=O)CC1	1	-13	7	-3	-4	10	-4	-5
COc1ccc(-c2ccc(=O)n(CC(=O)Nc3cccc(O)c3)n2)cc1OC	-8	17	-18	-1	-2	-17	-18	-1
CCNC(=S)NS(=O)(=O)c1ccccc1	1	3	2	2	4	2	10	-5
Cc1ccc(NC(=O)CN(C)CC(=O)Nc2ccc(N3CCOCC3)cc2)c([N+](=O)[O-])c1	-3	7	-4	-1	5	-4	16	-6
CCCc1c(O)nc(SCC(=O)O)[nH]c1=O	-9	4	0	-10	-4	-6	14	-9
O=C(c1cccs1)N1CCN=C1SCc1ccc(F)cc1	17	-4	-2	-2	-14	12	-12	2
O=C(Oc1cccc(NC(=O)c2ccco2)c1)c1ccc(Br)c(S(=O)(=O)N2CCCCC2)c1	4	19	-9	-6	-9	-2	-12	12
COC(=O)c1c(C(=O)OC)c(-c2ccc(C)cc2)n2c1CS(=O)C2 (stereo not given)	5	-8	1	4	3	5	4	5

A portion from further up:
SMILES	CCR6 antag	Apaf-1 inh	SENP8 inh	Jurkat NFkB inh	Gli-Sufu antag	UBC13 polyUb	697 NFkB inh	EBI2 antag
O=C(Cc1ccccc1)N1CCN(c2ccccc2F)CC1	-1	1	59*	3	15	2	8	2
CC(C)=C1SC(N2CCN(c3ccc(Cl)cc3)CC2)=NC1=O	-3	3	1	28	8	2	10	-5
O=C1c2ccccc2S(=O)(=O)c2cc(C(=O)N3CCCC3)ccc21	1	7	6	16	1	-9	29	-10
COc1ccc(CC(NC(C)=O)C(=O)NC2CCN(c3c(Cc4ccccc4)c(C)nc4ncnn34)CC2)cc1OC (stereo not given)	.	-9	-5	-1	.	11	11	.
CCCCNC(=O)NS(=O)(=O)c1ccc(NC(=O)C(NC(N)=O)C(C)CC)cc1 (stereo not given)	-4	-7	-3	3	1	-5	1	-19
CCOc1ccc(C(C)(C)C)cc1S(=O)(=O)Nc1ccncc1	-8	0	-2	0	-8	2	-4	-1
Cc1ccc(NC(=O)c2cc(S(=O)(=O)N3CCC4(CC3)OCCO4)ccc2F)cc1	11	-8	-5	4	2	8	4	2
COc1ccc(CNC(=O)C2CCN(S(=O)(=O)c3ccc(-c4nn[nH]n4)cc3)CC2)cc1	-10	13	-4	-16	7	-11	5	6
CCCNCCC(c1ccco1)c1ccccc1OC (stereo not given)	-26	-1	-15	-2	9	-9	-20	10
N#Cc1nc(Cc2cccc3ccccc23)oc1N1CCC(C(N)=O)CC1	1	-13	7	-3	-4	10	-4	-5
COc1ccc(-c2ccc(=O)n(CC(=O)Nc3cccc(O)c3)n2)cc1OC	-8	17	-18	-1	-2	-17	-18	-1
CCNC(=S)NS(=O)(=O)c1ccccc1	1	3	2	2	4	2	10	-5
Cc1ccc(NC(=O)CN(C)CC(=O)Nc2ccc(N3CCOCC3)cc2)c([N+](=O)[O-])c1	-3	7	-4	-1	5	-4	16	-6
CCCc1c(O)nc(SCC(=O)O)[nH]c1=O	-9	4	0	-10	-4	-6	14	-9
O=C(c1cccs1)N1CCN=C1SCc1ccc(F)cc1	17	-4	-2	-2	-14	12	-12	2
O=C(Oc1cccc(NC(=O)c2ccco2)c1)c1ccc(Br)c(S(=O)(=O)N2CCCCC2)c1	4	19	-9	-6	-9	-2	-12	12
COC(=O)c1c(C(=O)OC)c(-c2ccc(C)cc2)n2c1CS(=O)C2 (stereo not given)	5	-8	1	4	3	5	4	5

These rows are one share of the data. The share of hits here may be higher or lower than overall.
